TPT1 inh – C. albicans TPT1 enzyme inhibition | 300,000 compounds, 0.81% hits | inhibition, % at 5 µM | recombinant caTPT1, FP RNA substrate dephosphorylation;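 active means inhibition above the mean of all tested compounds plus 3 SD, set per screening campaign, cut at about 24% in these data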;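 further: plate controls were DMSO alone for no effect and ferristatin control at 100 nM for full effect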
core dimer inh – blocks dimerization of HCV core protein. TR-FRET GST/Flag-core106 dimerization, 1536-well. inhibition, % at 5 µM. 300,000 compounds, 0.33% hits. AID 1899;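 active means inhibition above the mean of all tested compounds plus 3 SD, set per screening campaign, cut at about 45% in these data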
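System: GST/Flag-tagged HCV core106 proteins. Incubation: compound-protein-antibody incubation 4 h at 22.5 °C. Technique: HTRF with 340 nm excitation, 617/671 nm emission. Medium: KF-containing HEPES buffer, pH 7.45, DTT, CHAPS, BSA. Read-out: inhibition (%) from 671 over 617 nm ratio. Also added: Eu(K)-anti-GST 90 ng/mL plus XL665-anti-Flag 1 µg/mL.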
ZTA DNA inh – counter-screen for EBNA-1 inhibitors: inhibitors of Epstein-Barr virus ZTA. P03206. ZTA-DNA binding, fluorescence polarization. inhibition, % at 11 µM. 320,000 compounds, 0.15% hits. AID 2234; in the data active means inhibition above about 33%
Target sequence (P03206 whole entry, looked up): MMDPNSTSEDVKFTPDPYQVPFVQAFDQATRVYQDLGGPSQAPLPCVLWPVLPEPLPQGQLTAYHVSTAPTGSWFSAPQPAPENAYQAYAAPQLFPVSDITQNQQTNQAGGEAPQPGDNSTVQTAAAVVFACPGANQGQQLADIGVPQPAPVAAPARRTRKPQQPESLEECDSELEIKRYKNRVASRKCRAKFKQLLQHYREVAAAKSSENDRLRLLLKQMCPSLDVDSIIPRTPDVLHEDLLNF
EBNA-1 inh – blocks EBNA-1 binding to DNA. EBNA-1 DNA binding, fluorescence polarization. inhibition, % at 14.8 µM. 300,000 compounds, 0.34% hits. AID 1950; in the data active means inhibition above about 28%
PP1 counter – counter-screen for PP5 inhibitors: inhibitors of human PP1-alpha; P62136; 320,000 compounds, 0.9% hits; purified PP1alpha, OMFP fluorescence; inhibition, % at 6.7 µM;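 active means inhibition above the mean inhibition of all tested compounds plus 3 SD, computed separately for each screening campaign, cut at about 15% in these data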
Target sequence (P62136 whole entry, looked up): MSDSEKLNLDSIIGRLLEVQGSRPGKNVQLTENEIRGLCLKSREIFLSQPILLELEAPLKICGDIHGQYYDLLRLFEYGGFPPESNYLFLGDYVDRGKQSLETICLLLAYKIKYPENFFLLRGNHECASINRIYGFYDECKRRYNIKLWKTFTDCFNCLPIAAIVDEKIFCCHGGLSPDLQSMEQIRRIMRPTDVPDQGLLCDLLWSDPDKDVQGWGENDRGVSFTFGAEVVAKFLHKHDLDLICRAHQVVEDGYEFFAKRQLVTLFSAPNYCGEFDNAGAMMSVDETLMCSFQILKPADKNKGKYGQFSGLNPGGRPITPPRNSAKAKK
Fh CTSL1 inh – blocks F. hepatica cathepsin L1 in PFM18AAP counter-screen | AID 1906 | recombinant F. hepatica cathepsin L1, Z-Leu-Arg-MCA fluorescence | inhibition, % at 5.96 µM | 300,000 compounds, 0.49% hits;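 active means inhibition above the mean of all tested compounds plus 3 SD, set per screening campaign, cut at about 17% in these data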;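 further: 0% = plate median of test compound wells and 100% = 1 µM Z-Phe-Ala-diazomethylketone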
PP5 inh – inhibitors of human protein phosphatase 5 (PP5). P53041. purified PP5c, OMFP substrate fluorescence. inhibition, % at 6.7 µM. 320,000 compounds, 0.18% hits;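 active means inhibition above the campaign's mean inhibition across all tested compounds plus 3 SD, cut at about 9.5% in these data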;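 further: 0% = DMSO only and 100% = 100 µM cantharidin control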
Target sequence (P53041 whole entry, looked up): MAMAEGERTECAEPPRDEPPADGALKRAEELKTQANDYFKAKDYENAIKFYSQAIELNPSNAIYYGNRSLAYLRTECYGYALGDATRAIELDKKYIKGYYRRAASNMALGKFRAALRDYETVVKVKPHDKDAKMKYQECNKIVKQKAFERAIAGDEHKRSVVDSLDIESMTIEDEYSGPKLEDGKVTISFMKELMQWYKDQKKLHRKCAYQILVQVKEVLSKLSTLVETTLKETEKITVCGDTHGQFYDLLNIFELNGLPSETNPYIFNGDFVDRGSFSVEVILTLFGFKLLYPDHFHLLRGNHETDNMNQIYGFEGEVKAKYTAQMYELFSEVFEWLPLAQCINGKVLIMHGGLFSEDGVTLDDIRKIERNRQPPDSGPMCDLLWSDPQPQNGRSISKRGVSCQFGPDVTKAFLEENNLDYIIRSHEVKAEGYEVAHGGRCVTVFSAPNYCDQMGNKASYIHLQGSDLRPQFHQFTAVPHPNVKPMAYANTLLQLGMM
JMJD2C inh – inhibitors of human GASC-1 (JMJD2C) demethylase; GST-JMJD2C(1-420) H3K9me3 demethylation, DELFIA europium; Q9H3R0; 330,000 compounds, 0.069% hits; inhibition, % at 2.35 µM; AID 2099;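 active means more than half of a compound's replicate wells show inhibition beyond 50%, single wells judged on their own value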;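 further: signal counts dimethyl H3K9 product captured on neutravidin plate; 0% = median of DMSO wells and 100% = 0.3 times that DMSO median; strong numbers were not always called active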
Yeast superoxide – yeast age-related superoxide inhibition as caloric restriction mimetic | S. cerevisiae aged cells, superoxide DHE fluorescence; active compounds read low | superoxide response (% of plate mean), % at 10 µM | 330,000 compounds, 0.18% hits | AID 2690;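 active means superoxide response under a set limit, about three screen SD below normal, cut at about 65% in these data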;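 further: yeast aged for seven days with compound at 30 °C before DHE staining; 100% = average MFI of all compound-treated wells on the plate with controls excluded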
Active calls of the source: *; nt = no result given; + = active, no number; & = joins results of further samples.

SMILES	TPT1 inh	core dimer inh	ZTA DNA inh	EBNA-1 inh	PP1 counter	Fh CTSL1 inh	PP5 inh	JMJD2C inh	Yeast superoxide
Cc1ccccc1OCCN1C(=O)C(=O)c2cccc(C)c21	2	12	13	-1	16*	7	1.0	-4	91
OCCCN1CCN(CCOc2ccccc2-c2ccccc2)CC1	-1	7	14	1	-5	2	-0.9	2	109
CC(C)(C)NC(=O)Nc1ccccc1C(N)=O	-1	-18	5	-11	-11	4	3.1	-27	92
COc1ccccc1Oc1ccc2c(c1)C(=O)N(c1ccc(C)cc1)C2=O	0	2	9	-3	-2	2	-0.2	-3	92
Cc1cc(C)c(S(=O)(=O)NCc2ccccn2)c(C)c1	2	2	0	7	-1	-3	1.3	1	103
Cc1ccc(OCCNC(=O)CCNC(=O)c2ccc(Cl)cc2)cc1	nt	nt	-1	nt	6	nt	4.4	0	104
Cc1cc(OC(=O)N2CCCCC2)cc(C)c1Cl	-1	3	-18	-2	-4	5	0.0	4	93
COc1ccccc1-c1cc(C(F)(F)F)nc(S(=O)(=O)CCCC(=O)NC(C)C)n1	1	3	9	5	2	-2	2.8	7	108
COc1ccc2nc(NCCCO)[nH]c2c1	-2	4	8	-1	0	-2	2.8	-1	80
COCc1cc(C)nc2sc(C(=O)Nc3nccs3)c(N)c12	-1	-9	18	12	-4	2	-0.4	-1	93
Cc1c(NS(=O)(=O)c2cccc(C(=O)NCc3ccccc3)c2)c(=O)n(-c2ccccc2)n1C	1	-5	21	11	1	-3	1.6	2	112
C=CCN1C(=O)/C(=C\c2ccc(OC(=O)c3ccco3)c(OC)c2)SC1=S	7	7	-12	3	-3	1	3.5	15	108
O=c1c2ccccc2sn1-c1ccc(F)cc1	nt	nt	-13	nt	2	nt	3.6	1	111
COc1ccc2c(ccc[n+]2CC(=O)c2ccc(C)cc2)c1	7	-1	0	-4	-8	0	0.8	-8	115
O=C(Oc1cccc2cccnc12)c1cccc([N+](=O)[O-])c1	-4	-1	18	-5	-1	0	-0.1	-14	97
CCOC(=O)c1cn(Cc2ccc(Br)cc2)nn1	-1	-9	-17	0	2	-1	2.1	4	93
Cc1ccc(S(=O)(=O)NCCNC(=O)N2CCOCC2)cc1	0	-4	8	7	-7	-1	-2.2	3	104
Cc1sc(NC(=O)c2ccco2)c(C(c2ccncc2)N2CCOCC2)c1C (configuration not stated)	0	1	1	-10	-2	2	4.7	12	85
Cc1cc(=O)[nH]c(SCC2(O)C3CC4CC(C3)CC2C4)n1 (configuration not stated)	3	0	-21	5	-2	1	1.5	10	95
O=C(CCc1ccccc1)n1nc(-c2ccccc2)nc1NCc1ccco1	1	3	-3	-4	-2	-3	3.5	-10&86	128
COc1cc(CC(=O)NCc2ccco2)cc(OC)c1OC	-2	-7	12	2	0	-2	1.3	-9	96
Cc1nc(Nc2cccc(C(F)(F)F)c2)nc2c1C(=O)CC(C)C2 (configuration not stated)	-1	9	-8	-2	2	0	0.7	13	78
COc1ccc(CNC(=O)CN2CCC(NC(=O)c3ccccc3C)CC2)cc1	3	1	-10	-3	-6	-2	1.7	-22	91
NC(=O)NC(CC(=O)NCCc1ccc(S(N)(=O)=O)cc1)c1ccc(Cl)cc1 (configuration not stated)	4	-5	6	-13	-6	-1	-0.4	-5	129
O=C(NNC(=O)c1cccc2ccccc12)c1ccco1	1	-2	-6	-2	-2	-3	0.8	8	106
SMILES	TPT1 inh	core dimer inh	ZTA DNA inh	EBNA-1 inh	PP1 counter	Fh CTSL1 inh	PP5 inh	JMJD2C inh	Yeast superoxide
CCOC(=O)c1ccc(NC(=O)c2cccc(C)c2[N+](=O)[O-])cc1	-5	7	-8	-2	3	-1	-0.8	-10	117
COc1ccc([N+](=O)[O-])cc1NC(=O)CCCOc1ccccc1	1	3	4	0	-1	-1	-0.9	1	110
NC1=NC(=Nc2cccc(S(=O)(=O)N3CCOCC3)c2)c2ccccc21	0	4	11	-8	-5	-2	-0.5	1	81
O=C(Cc1ccccc1[N+](=O)[O-])OCC(=O)N1CCN(c2ccccc2)CC1	-2	-5	-5	2	-1	-2	0.2	0	93
COc1cccc(C(=O)Nc2cc(=O)n(C)c(=O)n2C)c1OC	-5	4	11	9	0	1	-1.2	0	85
CC(C)(C)c1ccc(C(=O)O[C@H]2[C@H](Cc3ccccc3)NS(=O)(=O)[C@H]3C[C@@H]4C=C[C@]23O4)cc1	nt	nt	-14	nt	10	nt	4.7	4	100
CC(C)(C)[C@@H]1CCC(=O)N(CC[C@H](Sc2ccccc2)c2ccccc2)CC1	4	1	12	-17	11	0	2.9	7	104
O=C(CCN1C(=O)/C(=C/c2cccc(Br)c2)SC1=S)NNC(=O)c1cccnc1	1	7	-2	-15	-3	-5	3.2	7	139
COc1ccccc1N(CC(O)CN1CCCC1)S(=O)(=O)c1ccccc1 (configuration not stated)	-2	-2	-3	-2	0	-3	0.5	nt	104
COc1ccc(OCCOCCN2CCN(C)CC2)cc1	0	2	2	16	-1	4	-1.0	-2	96
CCN(CC)S(=O)(=O)c1ccc(C)c(N=C=S)c1	-8	4	0	1	-3	0	-0.2	5	95
Nc1cc(Oc2ccc(F)cc2F)cc([N+](=O)[O-])c1	0	-11	-5	-8	-7	-8	6.0	-2	89
CCN(CC)c1ccc(N=C2C(=O)Nc3ccccc32)cc1	4	0	+	+	7	-3	2.9	2	132
COc1ccc(CCNc2ncnc3sccc23)cc1OC	4	3	3	-15	2	-6	-1.6	-14	95
CC(=O)c1cccc(NC(=O)c2ccc(N(Cc3ccccc3C)S(C)(=O)=O)cc2)c1	-1	10	-14	-2	-2	0	3.4	nt	104
COc1ccccc1-n1cnc2cc(NCc3ccco3)ccc21	-1	4	-4	0	6	-3	1.0	-1	98
O=c1cc(C(F)(F)F)nc(-c2ccccc2OC(F)(F)F)[nH]1	-2	-1	7	8	-4	0	-2.5	2	82
Cc1cc(N=Cc2c(O)ccc3ccccc23)no1	0	1	12	-3	2	-2	2.7	6	113
COCCCNC(=O)Cn1cc2c(n1)CCCCC2	-1	-2	4	4	-4	-1	1.2	9	100
C=CCC1NS(=O)(=O)OC(COC)C1C (configuration not stated)	4	-9	10	2	0	-1	1.3	-2	106
COc1ccc(CCNS(=O)(=O)c2ccc3c(c2)OCCO3)cc1	-1	5	9	-2	-2	-1	3.3	-13	100
C=C(C)c1cccc(C(C)(C)NC(=O)N2CCCC(C(N)=O)C2)c1 (configuration not stated)	-7	2	-1	-2	2	-3	-0.8	3	87
Cc1ccc(N2CCN(CC(O)COc3cccc(C)c3)CC2)cc1 (configuration not stated)	0	2	-7	-3	-2	2	2.6	-8	84
O=C(CCN1C(=O)c2ccccc2C1=O)OCn1nnc2ccccc2c1=O	-3	-4	-31	-13	5	-41	-0.4	1	99
Cc1csc(NC(=O)CSc2nnc(-c3ccoc3C)n2C(C)c2ccccc2)n1 (configuration not stated)	1	5	0	5	0	-2	-1.7	0	101
SMILES	TPT1 inh	core dimer inh	ZTA DNA inh	EBNA-1 inh	PP1 counter	Fh CTSL1 inh	PP5 inh	JMJD2C inh	Yeast superoxide
O=C(Nc1cccc(Oc2ccc3c(c2)C(=O)NC3=O)c1)c1cccs1	-1	3	6	6	2	3	1.3	6	101
COc1ccc(C2(CNS(=O)(=O)c3ccc(C)cc3)CCOCC2)cc1	1	-2	-6	-11	1	5	-2.6	8	94
COc1cc(OC)nc(Oc2ccccc2C(=O)Oc2ccc(F)cc2Cl)n1	-1	0	0	1	-4	-1	3.0	153	92
COc1ccccc1C(=O)NCCC(=O)Nc1ccncc1	2	1	-20	-1	-6	2	0.7	-3	110
c1ccc(COc2cccc(CNCc3ccccn3)c2)cc1	0	-18	-12	7	-6	-4	5.7	23	106
COc1ccc(C(C(=O)NC(C)(C)C)N(C(=O)CNC(=O)c2cccs2)c2cccnc2)cc1OC (configuration not stated)	-3	-6	-9	-9	1	-4	1.4	4	87
COc1cc(OC)cc(-c2nc3ccccc3c(=O)n2OC(=O)c2ccc(Br)cc2)c1	-1	14	11	4	-1	2	0.9	-7	94
O=C(O)CCn1ccnc1-c1ccccc1	-1	-5	-5	-7	-3	-4	-0.8	10	105
Cc1ccc(N2CC(C(=O)N3CCC(C(=O)NCCCOC(C)C)CC3)CC2=O)cc1 (configuration not stated)	-2	2	-3	0	-6	-2	-0.2	-8	93
CC1=CC2=NC(=O)CC(C)(C(=O)N(CC(=O)NC(C)(C)C)Cc3cccs3)N2C=C1 (configuration not stated)	0	1	19	4	-2	0	-1.3	19	96
CCOC(=O)CSc1nnc([C@H](C)NC(=O)OC(C)(C)C)o1	-1	0	5	2	-4	6	-1.3	-8	92
CC1CC(C)(C)N2C(=O)C(=C(C#N)C#N)c3cccc1c32 (configuration not stated)	2	3	-12	21	-2	-3	3.2	5	110
COc1ccccc1C(=O)OCC(=O)Nc1cc(S(=O)(=O)N2CCOCC2)ccc1N1CCCC1	-1	-8	3	-9	-6	1	1.5	9	100
Cc1nn(-c2ccccc2)c(C)c1C(=O)NNC(=O)C(F)(F)F	-3	-14	3	4	-5	3	-1.4	-5	104
CCOC(=O)c1cc(-c2ccccc2)sc1NC(=O)CSc1nnnn1C	1	6	13	-5	1	2	3.4	23	112
CC(NC(=O)NC(N)=O)(C(F)(F)F)C(F)(F)F	-2	-12	-6	-4	-1	0	0.6	-4	105
CN(C)c1ccc(NC(=O)c2ccc(N3CCOCC3)nc2)cc1	-4	-25	18	5	0	8	-0.8	-5	70
COC(=O)c1cccc(NS(=O)(=O)c2ccc(OC)c(OC)c2)c1C	-2	-2	-26	-3	4	-1	4.4	0	95
CCOC(=O)N/N=C\c1ccc([N+](=O)[O-])o1	-4	3	7	6	-3	4	1.0	-5	113
Cc1cc(C)c(NC(=O)CSc2nnc(-c3ccncc3)n2Cc2ccco2)c(Cl)c1	10	1	-10	-15	-1	-5	2.2	-3	112
Cn1ncc([N+](=O)[O-])c1C(=O)Nc1nccs1	-1	-1	-5	-11	-2	0	4.3	14	114
COc1ccc(NS(=O)(=O)c2cccc(C(=O)N(C)CC(=O)Nc3ccc(C)cc3)c2)cc1	-2	-4	-12	1	-3	-2	-1.0	-2	103
COC(=O)c1ccc(S(=O)(=O)NCc2ccco2)o1	-2	-9	-13	-6	-2	-1	1.6	-1	104
C=CCN(Cc1nc(-c2ccc(OC)c(OC)c2)oc1C)C1CCS(=O)(=O)C1 (configuration not stated)	2	1	2	-11	-4	1	1.0	4	96
Cc1cc(C)c(/C=C(\C#N)S(=O)(=O)c2ccccc2)[nH]1	5	-4	-1	6	-3	3	3.2	-4	96
Cc1ccccc1NS(=O)(=O)c1ccc(C(=O)NN2CCCCC2)cc1	-2	-11	-7	7	-1	-1	-2.5	-6	97
COc1cc(OC)cc(C(=O)OCc2ccc([N+](=O)[O-])cc2)c1	-6	1	22	0	0	-1	-1.4	-1	94

Exported as labelled records: two of the compounds above
canonical_smiles: Cc1nn(-c2ccccc2)c(C)c1C(=O)NNC(=O)C(F)(F)F
- TPT1 inh: -3
- core dimer inh: -14
- ZTA DNA inh: 3
- EBNA-1 inh: 4
- PP1 counter: -5
- Fh CTSL1 inh: 3
- PP5 inh: -1.4
- JMJD2C inh: -5
- Yeast superoxide: 104
canonical_smiles: COc1ccccc1C(=O)OCC(=O)Nc1cc(S(=O)(=O)N2CCOCC2)ccc1N1CCCC1
- TPT1 inh: -1
- core dimer inh: -8
- ZTA DNA inh: 3
- EBNA-1 inh: -9
- PP1 counter: -6
- Fh CTSL1 inh: 1
- PP5 inh: 1.5
- JMJD2C inh: 9
- Yeast superoxide: 100

High-throughput results deposited in PubChem by several laboratories.

No enrichment for hits; 3.1% or so of the library scored in one or more.
